Screening data from PubChem.
C2C12 statin = suppression of simvastatin myotoxicity | rescue of ATP level, % at 7.49 µM | 330,000 tested, 0.78% active | C2C12 myotubes + simvastatin, ATP luminescence, 48 h; scaled: DMSO 0, geranylgeraniol control 100;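 active = mean ATP rescue above about 67%, or every replicate alone reaching that limit, limit read from the data, passing the limit was not always enough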;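 note: myotubes were challenged with 10 µM simvastatin during compound exposure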
PglD inh = inhibitors of Campylobacter jejuni PglD acetyltransferase | purified PglD enzyme, DTNB colorimetric CoA detection | inhibition, % at 12.5 µM | 360,000 tested, 0.098% active | AID 602405; in the data active = inhibition above about 16%, passing the limit was not always enough; note: strong numbers were not always called active
An asterisk follows results filed as active.

SMILES,C2C12 statin,PglD inh
Cc1ncc(N=Nc2ccccc2Cl)c(-c2ccccc2)n1,5.7,1.6
COc1ccccc1NC(=O)C1CCCN1S(=O)(=O)c1cccc2nsnc12 (stereo unspecified),16.0,0.1
O=C(O)CCC(=O)N(Cc1cccnc1)Cc1cccc(F)c1,8.8,-0.7
COc1ccc(Oc2nccc(-c3ccccc3)c2C#N)cc1,-22.4,-4.3
COCCn1c(SCC(=O)N2CCCc3ccccc32)nc2cccnc21,22.3,-13.2
O=C(CCCSc1nc2ccccc2[nH]1)NCc1ccco1,9.3,0.3
CC(C)Oc1cc2oc(=O)c3c(c2cc1Cl)CCC3,-31.9,-0.7
COc1ccc(NC(=O)C=C(C)C)cc1Cl,-12.1,-1.1
Cn1c(=O)[nH]c(=O)c2c1nc(N(CCO)Cc1ccccc1)n2Cc1ccccc1Cl,-6.5,-6.8
CCC(=O)N1CCN(c2ccc(NC(=O)c3ccc4c(c3)OCO4)cc2)CC1,-2.1,-6.8

Overlap with the part before: 2 entries, followed by the next part.
SMILES,C2C12 statin,PglD inh
Cn1c(=O)[nH]c(=O)c2c1nc(N(CCO)Cc1ccccc1)n2Cc1ccccc1Cl,-6.5,-6.8
CCC(=O)N1CCN(c2ccc(NC(=O)c3ccc4c(c3)OCO4)cc2)CC1,-2.1,-6.8
COC(=O)c1ccccc1NC(=O)CSc1nnnn1C,4.4,6.4
CC(C)CN1C(=O)C(=O)N(CC(=O)NCc2ccc3c(c2)OCO3)C1=O,-19.8,-2.7
CC1(NC(=O)COc2ccccc2-c2ccccc2)CCS(=O)(=O)C1 (stereo unspecified),1.0,5.4
COc1cccc(C2CC(C(F)(F)F)n3ncc(C(=O)NCC4CCCO4)c3N2)c1 (stereo unspecified),9.6,2.7
Cc1cc(C)cc(OCCCCCNCCO)c1,28.3,-1.0
Cc1ccc2nc(-c3ccccc3)c(NC(=O)c3ccco3)n2c1,5.3,4.6
O=C(CCCc1c[nH]c2ccccc12)NCc1ccc2c(c1)OCO2,14.0,1.2
O=c1[nH]c(CN2CCc3ccccc32)nc2scc(-c3cccs3)c12,27.0,1.2
O=C(NCC1CCCO1)c1ccc(NC(=O)C2C3C=CC(C3)C2C(=O)O)cc1 (stereo unspecified),7.2,4.9
CCCCCc1c(C)nc(NCc2ccccc2)[nH]c1=O,-27.6,-3.0
CCCCCOC(=O)NCC(O)c1ccccc1 (stereo unspecified),-1.4,10.0
Cc1c(-c2nnnn2-c2ccc(F)cc2)cnc2cc3c(cc12)OCO3,27.8,-14.8
COc1ccc(OC)c(S(=O)(=O)Nc2ccc3oc4c(c3c2)C(=O)CCC4)c1,15.0,-0.5
CCOc1ccc(/C(O)=C2\C(=O)C(=O)N(CCN(C)C)C2c2cccc(OC)c2OC)cc1Cl (stereo unspecified),4.0,0.1
CCOc1ccc(OCC)c(NS(=O)(=O)c2ccc3c(c2)n(C)c(=O)c(=O)n3C)c1,9.6,-2.9
O=C(COC(=O)CCC(=O)c1ccc(Cl)cc1)NCC1CCCO1 (stereo unspecified),2.6,-0.5
CCN(CC)CCCN(C(=O)c1cccs1)c1nc(-c2ccc(OC)cc2)cs1,-16.7,-4.0
COc1cccc(NC(=O)CCN2CCN(c3ccccc3F)CC2)c1,77.6*,2.3
CCCc1cc(=O)oc2c(CN3CCOCC3)c(O)ccc12,19.7,3.9
O=C(NCCc1ccccc1)c1ncn[nH]1,-38.8,1.1
COc1cc2ccccc2cc1C(=O)O,0.2,1.8
COc1cccc(-c2nn(C)c3sc(C(=O)NCc4ccccn4)cc23)c1,-3.1,-0.9
Cc1c(N=C2SCC(=O)N2c2c(C)n(C)n(-c3ccccc3)c2=O)c(=O)n(-c2ccccc2)n1C,-2.9,-2.8
Cc1cc(C)nc(SCCS(=O)(=O)Cc2ccccc2)n1,2.5,2.1
N#CC1=C(C2CC2)CC(c2ccccc2)C(C#N)=C1N (stereo unspecified),21.8,5.8
CCOC(=O)CSc1nnc(-c2cccc(Cl)c2)n1CC,7.2,-14.2
O=C(CCCCCn1c(=S)[nH]c2ccccc2c1=O)NCc1ccc2c(c1)OCO2,55.3,6.5
CCOC(=O)[C@@H]1[C@H]2COc3ccccc3[C@@H]2N2C(=O)N(c3ccc(C)cc3)C(=O)[C@]12C,15.0,5.8
COc1ccc(N(CC(=O)Nc2ccc3c(c2)OCCO3)S(=O)(=O)c2cccnc2)cc1,1.2,12.2
OC1CN=C2CCCc3c2n(c2ccc(Cl)cc32)C1 (stereo unspecified),-5.3,1.2
Cc1ccc(-n2ncc3c(=O)[nH]c(SCC(=O)N4CCOCC4)nc32)cc1,128.8*,2.0
CCOC(=O)CSc1nnc(-c2cccnc2)o1,8.0,0.0
COCc1n[nH]c(=S)n1-c1cccc2ccccc12,-2.7,5.3
C=CCn1c(=O)/c(=C/c2ccc(Cl)cc2)s/c1=C(/C#N)c1nnc2n1CCCCC2,-14.0,-8.1
FC(F)(F)c1cccc(N2CCc3cn[nH]c32)c1,6.9,1.9
O=C(CSc1nnc(-c2cccnc2)n1Cc1ccccc1)NCc1ccccc1,8.2,-7.0
O/C(=C\c1nc2ccccc2nc1/C=C(\O)c1ccccc1)c1ccccc1,-18.9,3.4
CC(C)=CC(=O)Nc1nnc(-c2cccnc2)s1,4.4,9.4
CCCSc1nc2c(=O)[nH][nH]c(=O)c2n1Cc1ccccc1,8.0,0.5
COc1cccc(CN(Cc2ccco2)S(=O)(=O)c2ccc(S(=O)(=O)NCc3ccccc3)cc2)c1OC,13.9,0.0

Next entries:
Order of results – C2C12 statin | PglD inh
c1ccc(-c2noc(C3CCCCC3)n2)nc1
→ 16.0 | 2.4
CCCN(CCC)S(=O)(=O)c1cc(Br)cc2c1N(C(=O)CC)CC2
→ -12.8 | -0.2
CCn1c(SCC(=O)Nc2nccs2)nnc1-c1ccccc1
→ -2.0 | 8.3
Cc1cccc(C)c1-n1c(C)cc(/C=N/NC(=O)c2ccncc2)c1C
→ -8.9 | 1.4
CCOc1ccc(-c2[nH]ncc2Oc2ccccc2OCC)c(O)c1
→ -34.4 | 6.8
CCOC(=O)C(=O)Nc1ccc(S(=O)(=O)N2CCOCC2)cc1OC
→ -7.4 | 0.5
CCCn1nnnc1SCC(=O)NCc1ccc(OC)cc1
→ 10.9 | -1.8
COCCn1c(-c2ccccc2)nc2oc3ccccc3c(=O)c2c1=O
→ 2.8 | -1.8
CCOC(=O)C(NC(C)=O)C(OC(C)=O)c1cccc(N(CCO)CCO)c1 (stereo unspecified)
→ 19.8 | 1.7
O=C(COC(=O)C12CC3CC(CC(C3)C1)C2)NCc1ccco1
→ 4.4 | 15.0
CCCC1CCc2c(sc(NC(=O)OCC)c2C#N)C1 (stereo unspecified)
→ -49.6 | -0.7
NC(=O)CSc1nnc(COc2ccccc2)n1C1CCCCC1
→ -3.6 | 2.6
CC1=CS/C(=C(/C#N)C(=O)N2CCCCC2)N1c1ccccc1
→ 3.2 | 0.7
CCOC(=O)c1cnn(CCOC(=O)C2CC2)c1NC(=O)C1CC1
→ -12.8 | 2.9
O=C(Nc1ccccc1)c1ccc(NCc2ccco2)c(S(=O)(=O)N2CCOCC2)c1
→ 6.4 | 5.8
CCc1c(C#N)c(N)nc(SCC(=O)OCc2ccccc2)c1C#N
→ 6.6 | -9.4
O=c1c2c3nc4ccccc4nc3n(CC3CCCO3)c2ncn1CCc1ccccc1 (stereo unspecified)
→ -9.6 | -0.9
COc1ccccc1Oc1nc2c(c(=O)n(Cc3ccccc3F)c(=O)n2C)n1C
→ -5.2 | 6.9
CCOC(=O)Cc1c(C)nc2c(-c3ccccc3OC)c(C)nn2c1C
→ -15.8 | 3.2
c1ccc(-c2nnc3sc(Cc4cccs4)nn23)cc1
→ 5.4 | 4.8
CCc1ccc(NC(=O)NCCN2CCc3ccccc3C2)cc1
→ -19.2 | -3.6
Cc1cc(=O)oc2c(CN3CCCCC3)c(O)c(Cl)cc12
→ 97.1* | 1.6
COc1c(Cl)cc(Cl)cc1C(=O)Nc1ccc(NC(=O)c2cccs2)cc1
→ -6.9 | 4.2
Oc1ccc(C2N=C(c3ccccc3)NC(c3ccccc3)=N2)cc1
→ 0.9 | 1.4
CCn1c(=O)cc(SCC(=O)NCc2ccco2)c2ccccc21
→ -39.7 | -0.4
COC(=O)C1=C(C)N(C2CCCC2)C(=O)C1(NC(C)=O)C(F)(F)F (stereo unspecified)
→ -14.0 | -3.1
CCOc1cccc(-n2nnnc2-c2ccc(OC)cc2)c1
→ -42.0 | 0.2
O=C(CSc1nc2c(c(C(F)(F)F)n1)CCc1ccccc1-2)NCc1ccco1
→ -5.7 | -1.5
O=C(CN1CCN(c2ccccn2)CC1)NCCc1ccccc1
→ 111.2* | -3.9
O=C(CN1C(=O)c2ccccc2S1(=O)=O)NCc1cccnc1
→ -1.9 | -2.8
COC(=O)C1CCCN1C(=O)C1CCCN1C(=O)CNC(=O)OCc1ccccc1 (stereo unspecified)
→ 81.9* | 6.2
CSCCC(NC(=O)c1cc([N+](=O)[O-])ccc1Cl)C(=O)O (stereo unspecified)
→ -9.7 | -11.3
CN1CCc2c(sc3c2C(=O)NC(c2cn(Cc4ccccc4)c4ccccc24)N3)C1 (stereo unspecified)
→ 14.6 | -5.7
COc1cccc(OC)c1C(=O)n1nc(C)cc1C
→ 5.4 | -4.7
CCc1cc2c(NC(C(=O)O)C(C)C)ncnc2s1 (stereo unspecified)
→ 0.8 | 1.8
Cn1c(CCNC(=O)c2ccccc2)nc2cc(NC(=O)C3CCCCC3)ccc21
→ -47.9 | -2.2
CC(=O)Nc1ccc(Nc2ncnc3c2cnn3-c2ccc(C)cc2C)cc1
→ -2.4 | 4.1
Cc1cc(S(=O)(=O)NCc2ccc(S(N)(=O)=O)cc2)c(C)s1
→ 3.2 | 0.2
N=c1c2c3c(sc2ncn1CCCO)CCCC3
→ 1.5 | -3.1
CC(C)NC(=O)N(O)C1N(Cc2ccc3c(c2)OCO3)C(=S)SC1(C)C (stereo unspecified)
→ 3.4 | 0.4

Individual results from above.
Cc1c(-c2nnnn2-c2ccc(F)cc2)cnc2cc3c(cc12)OCO3 in PglD inh shows -14.8
OC1CN=C2CCCc3c2n(c2ccc(Cl)cc32)C1 (stereo unspecified) in C2C12 statin shows -5.3
O=C(CSc1nnc(-c2cccnc2)n1Cc1ccccc1)NCc1ccccc1 in C2C12 statin shows 8.2
C=CCn1c(=O)/c(=C/c2ccc(Cl)cc2)s/c1=C(/C#N)c1nnc2n1CCCCC2 in C2C12 statin shows -14.0
O=C(CSc1nc2c(c(C(F)(F)F)n1)CCc1ccccc1-2)NCc1ccco1 in C2C12 statin shows -5.7
CCOc1ccc(OCC)c(NS(=O)(=O)c2ccc3c(c2)n(C)c(=O)c(=O)n3C)c1 in C2C12 statin shows 9.6
CCn1c(=O)cc(SCC(=O)NCc2ccco2)c2ccccc21 in C2C12 statin shows -39.7

Additional compounds follow.
Order of results – C2C12 statin | PglD inh
Cc1ccc(C2=Nc3ccccc3NC(C)(c3ccc(C)o3)C2)o1 (stereo unspecified)
→ 7.1 | -0.8
Cc1cc(C)cc(NC(=O)CCC(=O)Nc2cc(C)on2)c1
→ -5.0 | -0.8
Cc1cc(-c2ccccc2C(=O)NCc2ccccc2)on1
→ 3.5 | 9.1
NC(=O)CSc1oc(-c2ccco2)nc1S(=O)(=O)c1ccc(Cl)cc1
→ 18.3 | -3.5
CSc1nsc(/C=C/Nc2ccc(C)cc2)c1C#N
→ 16.3 | -5.9
O=C1N[C@@H](Cc2ccccc2)C(=O)N1CCN1CCOCC1
→ 64.1 | -0.2
CC(OC(=O)c1nsc(Cl)c1Cl)C(=O)NCc1cccs1 (stereo unspecified)
→ 4.3 | -0.5
O=C(O)CCc1ccc(-c2cccs2)n1CCC(=O)O
→ 17.3 | 3.8
COC(=O)C(NC(=O)c1ccco1)(Nc1nc(C2CC2)cs1)C(F)(F)F (stereo unspecified)
→ -31.9 | 3.5
COCCNC(C)C(=O)Nc1ccc(Br)cc1 (stereo unspecified)
→ 7.9 | 7.6

Sorted by value in PglD inh (largest number first): some entries from above
smiles | PglD inh
CCn1c(SCC(=O)Nc2nccs2)nnc1-c1ccccc1 | 8.3
COc1ccccc1Oc1nc2c(c(=O)n(Cc3ccccc3F)c(=O)n2C)n1C | 6.9
CC1=CS/C(=C(/C#N)C(=O)N2CCCCC2)N1c1ccccc1 | 0.7

Nothing new here: entries from further up.
Order of results – C2C12 statin | PglD inh
Cc1ccc(C2=Nc3ccccc3NC(C)(c3ccc(C)o3)C2)o1 (stereo unspecified)
→ 7.1 | -0.8
Cc1cc(C)cc(NC(=O)CCC(=O)Nc2cc(C)on2)c1
→ -5.0 | -0.8

Following part.
Order of results – C2C12 statin | PglD inh
Cc1cc(C)c2[nH]c(=O)c(CN(CC3CCCO3)S(=O)(=O)c3ccc4c(c3)OCCO4)cc2c1 (stereo unspecified)
→ 61.9 | -8.2
O=C(NC12CC3CC(CC(C3)C1)C2)c1ccc(COc2ccc(Cl)cc2[N+](=O)[O-])o1
→ -11.8 | 7.1
Nc1nncn1C(=O)c1cc(Br)ccc1Cl
→ 3.4 | 5.0
Cc1cc(=O)oc2cc(OC(C)C(=O)O)c(Cl)cc12 (stereo unspecified)
→ 1.1 | -3.6
COc1ccc(OC)c2[nH]c(=O)c(CCNS(=O)(=O)c3ccc(Cl)cc3)cc12
→ 8.4 | -3.0
CCOc1ccc(N2CC(C(=O)N3CCc4ccccc4C3)CC2=O)cc1 (stereo unspecified)
→ -12.5 | 0.7
O=C(CSc1nnc(-c2cc(-c3cccs3)nc3ccccc23)o1)NC1CCCCC1
→ 7.7 | 4.2
O=C(NCCCCCCNC(=O)N1CCCCCC1)N1CCCCCC1
→ 5.5 | 1.9
O=C(CN1C(=O)C2C3C=CC(C3)C2C1=O)NCc1ccccc1 (stereo unspecified)
→ 1.8 | -0.4
CNC(=O)NC1CCCCc2sccc21 (stereo unspecified)
→ 0.9 | -2.0
Cn1c(=O)c2c(nc(NC3CCCCC3)n2CC(=O)C23CC4CC(CC(C4)C2)C3)n(C)c1=O
→ 10.5 | -2.3

The list is partial, so the mix of outcomes need not match the whole.
